HGIII-sPLA2 inh: Inhibits HGIII-sPLA2 liposome hydrolysis, primary screen; actives 0.56% (n = 370,000); inhibition, % at 12.2 µM; AID 743126; QFRET BODIPY PC-A2 liposome hydrolysis, fluorescence;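 active = inhibition above mean plus 3 SD of compounds lying within the high and low control bounds, cut at about 19% in these data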;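 note: 0% = median of test compound wells and 100% = no enzyme DMSO wells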
hgDAF12 agonist: activates the H. glycines DAF-12 receptor ligand-binding domain; HEK293 GAL4-hgDAF12 UAS-luciferase reporter, agonist luminescence; normalized to butyrate control; activation, % at 6.8 µM; actives 1.8% (n = 370,000); AID 687014;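 active = activation above a cutoff set at the mean of all screened compounds plus 3 SD, cut at about 10% in these data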;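 note: 0% = DMSO wells and 100% = sodium butyrate wells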
NPR2 activator: GC-B (human) receptor activation | P20594 | HEK293-GC-B cells, CNP EC30, cGMP TR-FRET; 0% at EC30 CNP, 100% saturating CNP | activation, % at 10 µM | actives 0.11% (n = 370,000) | AID 1920062;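 active = activation at 10 µM reaching about 35% in either raw or pattern-adjusted values, limit read from the data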
Target sequence (P20594 whole entry, looked up): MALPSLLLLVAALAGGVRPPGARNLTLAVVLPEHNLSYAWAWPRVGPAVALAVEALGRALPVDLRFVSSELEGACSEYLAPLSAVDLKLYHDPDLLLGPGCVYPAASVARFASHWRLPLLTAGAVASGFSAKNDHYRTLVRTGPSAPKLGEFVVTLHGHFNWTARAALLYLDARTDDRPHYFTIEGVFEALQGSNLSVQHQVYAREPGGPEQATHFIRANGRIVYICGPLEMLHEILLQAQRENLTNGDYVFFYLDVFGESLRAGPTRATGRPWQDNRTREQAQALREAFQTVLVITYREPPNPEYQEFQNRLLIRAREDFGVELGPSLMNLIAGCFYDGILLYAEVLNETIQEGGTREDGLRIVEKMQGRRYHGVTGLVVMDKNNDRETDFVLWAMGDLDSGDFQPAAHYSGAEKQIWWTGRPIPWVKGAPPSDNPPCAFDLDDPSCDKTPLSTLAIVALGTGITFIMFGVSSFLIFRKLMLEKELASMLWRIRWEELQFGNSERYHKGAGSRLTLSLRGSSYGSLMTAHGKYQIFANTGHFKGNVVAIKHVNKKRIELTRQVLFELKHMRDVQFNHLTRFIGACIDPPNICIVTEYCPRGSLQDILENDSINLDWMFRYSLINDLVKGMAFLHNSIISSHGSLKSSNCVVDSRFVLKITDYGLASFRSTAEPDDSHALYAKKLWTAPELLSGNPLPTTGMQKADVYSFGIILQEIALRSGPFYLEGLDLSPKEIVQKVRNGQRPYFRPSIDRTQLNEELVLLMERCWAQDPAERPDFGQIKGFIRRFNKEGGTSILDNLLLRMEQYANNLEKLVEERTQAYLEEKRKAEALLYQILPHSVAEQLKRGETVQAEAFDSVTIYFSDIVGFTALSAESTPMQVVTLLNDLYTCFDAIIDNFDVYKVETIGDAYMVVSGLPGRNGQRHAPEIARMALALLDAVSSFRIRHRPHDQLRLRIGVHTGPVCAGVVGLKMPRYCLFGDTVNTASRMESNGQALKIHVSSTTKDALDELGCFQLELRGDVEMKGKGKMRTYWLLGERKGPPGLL
hcDAF-12 act: H. contortus DAF-12 activation, primary screen; HEK293 hcDAF-12 lit1-tk-luc reporter, luminescence; 0% DMSO, 100% Δ7-dafachronic acid; activation, % at 6.8 µM; AID 652067; actives 1.4% (n = 370,000);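 active = activation above the mean of all tested compounds plus 3 SD, cut at about 5.5% in these data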;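 note: 100% = response to 3 µM Δ7-dafachronic acid high control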
ssDAF12 agonist: S. stercoralis DAF-12 activation, primary screen; activation, % at 6.8 µM; HEK293 ssDAF-12/GRIP1 lit1-tk-luc reporter, luminescence; % of 3 µM dafachronic acid response; actives 1% (n = 370,000);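 active = activation above the mean over all tested compounds plus 3 SD, cut at about 0.9% in these data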;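 note: 0% = DMSO-only wells and 100% = 3 µM delta7-dafachronic acid wells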
ADAM10 inh: inhibitors of human ADAM10; recombinant ADAM10, EDANS/DABCYL FRET peptide cleavage, 3 h; inhibition, % at 7 µM; actives 0.62% (n = 370,000); AID 720582;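 active = inhibition above a per-campaign cutoff equal to the mean of compounds falling between control-based bounds plus 3 SD, cut at about 20% in these data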;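 note: 0% = DMSO wells while the 100% control is not disclosed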
NPR1 activator: GC-A (human) enzyme activation | P16066 | HEK293 GC-A cells, cGMP TR-FRET, EC30 ANP; 0% at EC30 ANP, 100% saturating ANP | activation, % at 10 µM | actives 0.14% (n = 370,000) | AID 1671463; in the data active = activation above about 40%
DAX1 inh-1: blocks DAX1 repression of SF-1 activated StAR promoter; HEK293T StAR-luciferase reporter, SF-1/DAX-1 repression relief; inhibition, % at 6.8 µM; actives 1.1% (n = 370,000); AID 652010;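 active = inhibition above the mean over all tested compounds plus 3 SD, cut at about 3.6% in these data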;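 note: 0% = DAX-1 cells with DMSO and 100% = cells lacking DAX-1 with DMSO; higher inhibition means more luminescence from relief of DAX-1 repression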
DAX1 inh-2: inhibitors of human orphan nuclear receptor DAX1 (NR0B1) | P51843 | HEK293 Gal4-DAX1 luciferase reporter, luminescence | inhibition, % at 6.75 µM | actives 0.99% (n = 340,000) | AID 504766;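 active = inhibition above the mean over all tested compounds plus 3 SD, cut at about 4.2% in these data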;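 note: 0% = DAX1-transfected cells with DMSO and 100% = empty-vector control cells with DMSO; inhibition shows as a rise in luminescence from relieved DAX1 repression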
FXN GAA850 act: frataxin GAA850 promoter activation. HEK293 lucGAA850 FXN promoter luciferase reporter, 24 h; percent of 10 µM SAHA response. activation, % at 6 µM. actives 0.56% (n = 360,000). AID 540364;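 active = activation above the average of all compounds screened plus 3 SD, cutoff fixed separately per campaign, cut at about 7.5% in these data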;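 note: 0% = DMSO wells and 100% = 10 µM SAHA wells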
SMARCA2 act: activators of SMARCA2 function; MG213 cells, MMTV-luciferase reporter, dexamethasone, overnight; activation, % at 9.1 µM; actives 1% (n = 370,000); in the data active = activation above about 7.8%;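 note: 0% = vehicle wells and 100% = reference activator wells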
* marks the source's active call; other numbers are inactive results; / = not tested or not shown.

SMILES	HGIII-sPLA2 inh	hgDAF12 agonist	NPR2 activator	hcDAF-12 act	ssDAF12 agonist	ADAM10 inh	NPR1 activator	DAX1 inh-1	DAX1 inh-2	FXN GAA850 act	SMARCA2 act
O=C(CSc1nc2sc3c(c2c(=O)n1-c1ccc(Cl)cc1)CCC3)Nc1ccc(C(=O)O)cc1	-2	-0.5	0	7.9*	-0.8	-13	1	0.7	/	/	-2
O=C(CN1C(=O)c2ccccc2C1=O)Nc1ccc(S(=O)(=O)N2CCOCC2)cc1	-3	2.2	2	-0.4	-1.6	2	2	0.0	0.4	1.2	-4
CC(C)(C)c1ccc(C(=O)NCCC(=O)NCc2cccs2)cc1	4	-1.1	-3	-1.8	-1.1	9	-1	0.9	-0.1	1.2	-3
CCC(C(=O)Nc1ccc2c(c1)OCCO2)c1ccccc1 (configuration not stated)	-4	-1.6	12	-0.4	-1.8	1	-4	-0.8	0.6	-1.4	-4
COC(=O)[C@H](CC(C)C)N1Cc2nnn(Cc3ccccc3)c2-c2ccccc2S1(=O)=O	-8	2.9	0	-4.2	-1.5	8	-3	-2.2	/	/	-4
Cc1cccc(NC(=O)CSc2cc(C(=O)c3nccn3C)c3ccccc3n2)c1	2	-2.1	2	1.7	0.2	6	-6	-0.5	0.3	1.0	1
O=C(COC(=O)CNC(=O)c1ccccc1)NCCNC(=O)COC(=O)CNC(=O)c1ccccc1	5	1.5	-2	1.4	-1.0	-2	5	1.4	1.4	0.4	-5
COc1ccc(CCC2(C)NC(=O)N(C(C)C(=O)N3c4ccccc4CC3C)C2=O)cc1 (configuration not stated)	-14	-0.5	0	-0.5	-1.3	-5	-7	1.5	-0.2	-0.8	-2
COc1ccc(-c2cc(NCc3ccccn3)n3ncnc3n2)cc1	6	-0.1	5	-0.6	-1.0	-16	0	-1.1	0.3	4.2	-3
CC(=O)NCCn1c(SCC(=O)OCc2ccccc2)nc2ccccc2c1=O	-3	1.4	4	-0.9	-1.8	1	-1	-0.7	-0.8	1.4	6
COc1ccc2nc(N=Nc3ccc(O)c4ccccc34)sc2c1	-3	1.9	-3	12*	0.6	-7	-5	-0.4	-0.1	-0.9	1
COc1cc(NC(=O)CSC(=S)N2CCCC2)c(OC)cc1Cl	5	0.5	1	-1.2	-0.5	-13	-1	0.4	-0.6	-2.0	-3
COc1ccc(-c2cc(C(F)(F)F)nc(N3CCOCC3)n2)cc1	5	-0.6	-9	0.0	-1.1	2	-7	-0.2	-0.4	3.1	0
C[C@@H]1O[C@@H](O[C@@H]2C(=O)c3c(O)cc(O)cc3O[C@H]2c2ccc(O)c(O)c2)[C@H](O)[C@H](O)[C@H]1O	2	-0.1	4	-1.9	-1.1	-1	2	-0.3	0.4	0.4	0
O=S(=O)(Nc1ccncc1Cl)c1ccccc1	-10	1.3	-2	-0.1	-1.6	5	-5	-0.1	0.7	0.0	0
COCCNC(=O)/C(=C/c1ccccc1Cl)c1ccccc1	2	-3.4	1	-0.2	-1.0	6	-7	-0.7	-1.4	2.2	-1
CCCCC(=O)NC(=S)Nc1cc([N+](=O)[O-])ccc1OC	-1	0.4	0	-1.9	-1.2	2	2	-0.8	0.3	0.0	-1
CC(C)(C)Oc1ncc(Br)c(OC(C)(C)C)n1	4	0.1	3	0.4	-1.1	2	5	0.1	1.8	-0.3	-5
Cc1cccc(NC(=O)COc2ccccc2)c1	-3	5.8	-1	-1.7	-1.4	-5	2	0.8	1.1	2.8	1
CC(C)(C)N(Cc1cn(Cc2ccccc2)nn1)S(=O)(=O)c1ccc(F)cc1Br	-5	3.6	1	-2.0	-1.3	-1	2	-0.4	/	/	-6
Cc1csc2nnc(N)n12	3	0.0	-3	-1.9	-0.6	-1	3	0.0	-0.1	-1.5	3
COc1ccc(-c2nc3cc(C)c(Br)c(C)n3c2Cc2ccsc2)cc1OC	11	1.3	0	-0.2	-0.2	-23	-1	-0.5	/	/	-1
Cc1ccc(C(=O)NCc2ccc3c(c2)OCO3)c(Cl)c1	9	5.1	1	1.4	0.1	-10	4	0.3	0.9	2.5	-4
CCN(CC(=O)Nc1ccc(NC(C)=O)cc1)C(=O)c1ccc2c(c1)OCO2	11	-1.0	4	0.4	-1.2	-3	-2	-1.4	0.3	-0.4	-5
CCC(C)N(C(=O)COc1ccccc1C#N)C1CCS(=O)(=O)C1 (configuration not stated)	5	2.1	2	-0.1	-1.0	1	-1	0.7	1.2	1.2	0
COc1ccc(CCNCC(O)COc2cccc(C(C)=O)c2)cc1OC (configuration not stated)	9	-2.7	2	-2.1	-1.6	-1	2	-0.6	-0.4	-0.3	-4
Cc1c(C)n(Cc2ccc(F)cc2)c2ccc(C(=O)N3CCN(c4ccccn4)CC3)cc12	-44	-1.1	3	-0.5	-1.0	6	1	0.3	0.7	-0.2	-2
CCOc1ccc2nc(SCC(=O)N(C)C)[nH]c2c1	1	4.6	0	2.3	-0.6	-3	3	1.5	1.4	0.5	7.9*
O=C(NCc1ccc(C(F)(F)F)cc1)C1CC(c2ccccc2[N+](=O)[O-])=NO1 (configuration not stated)	5	1.2	4	2.8	-0.3	-4	-2	-0.1	0.3	2.7	0
O=C(CSc1ccccn1)Nc1ccc2c(c1)C(=O)c1ccccc1C2=O	4	9.0	-4	6.8*	-0.4	4	-4	-0.8	-0.1	6.2	4
Cc1cc2oc(=O)c3c(c2cc1OC(=O)c1ccco1)CCCC3	9	-1.3	-4	-1.9	-0.3	-7	-1	-0.1	-1.0	6.2	1
CCCc1nnc(NC(=O)CC(=O)OCC)s1	-16	0.1	6	0.3	-1.6	10	0	-0.4	0.2	1.0	1
COc1ccc(N=C2NC(=O)/C(=C\C=C\c3ccco3)S2)cc1	4	-0.4	-6	0.3	-1.2	-5	-2	0.1	2.8	1.3	2
CC(=O)Oc1ccc(/C=N/NC(=S)Nc2ccccc2)cc1	10	17*	1	5.6	-0.5	-4	2	5.0*	2.7	2.9	4
C/C(=N\Nc1ccc2nncn2n1)c1cccs1	1	4.9	1	2.6	0.6	1	6	1.3	2.9	-1.1	1
CC1CC(N(C(=O)C2CC2)c2ccccc2)c2ccccc2N1C(=O)C1CC1 (configuration not stated)	0	-0.4	-8	-1.2	-0.3	0	-8	-1.5	-1.7	-5.6	-2

Profiles, looked up by structure. Order of values: HGIII-sPLA2 inh	hgDAF12 agonist	NPR2 activator	hcDAF-12 act	ssDAF12 agonist	ADAM10 inh	NPR1 activator	DAX1 inh-1	DAX1 inh-2	FXN GAA850 act	SMARCA2 act
Entry for CCOc1ccc2nc(SCC(=O)N(C)C)[nH]c2c1 = 1	4.6	0	2.3	-0.6	-3	3	1.5	1.4	0.5	7.9*
Entry for CCN(CC(=O)Nc1ccc(NC(C)=O)cc1)C(=O)c1ccc2c(c1)OCO2 = 11	-1.0	4	0.4	-1.2	-3	-2	-1.4	0.3	-0.4	-5

(list continues)
SMILES	HGIII-sPLA2 inh	hgDAF12 agonist	NPR2 activator	hcDAF-12 act	ssDAF12 agonist	ADAM10 inh	NPR1 activator	DAX1 inh-1	DAX1 inh-2	FXN GAA850 act	SMARCA2 act
O=[N+]([O-])c1cccc(-c2nnc3c4ccccc4c4ccccc4n23)c1	0	-1.8	-13	0.2	-0.8	-3	-16	-0.4	1.2	0.9	1
CCCCn1c(=O)[nH]c(=O)c2c1nc(-c1ccc(OCCC)c(OCC)c1)n2CCOC	-1	-2.5	1	-1.7	-2.0	-25	-1	0.3	0.4	2.5	2
CC(C)(C)/C(Cn1cncn1)=N\OC(=O)Nc1ccc(Cl)cc1	2	2.1	1	-0.3	-0.8	7	4	-0.3	0.2	1.9	0
CCCCC(=O)Nc1ccc(NC(=O)c2ccc([N+](=O)[O-])cc2)cc1OC	4	-1.4	-1	1.0	-1.1	-4	3	-0.2	0.5	1.1	-2
COC(=O)C1=C(C)N(Cc2cccc(C(F)(F)F)c2)C(=NCc2ccc(C(F)(F)F)cc2)NC1c1ccc(Cl)cc1 (configuration not stated)	-9	0.8	-9	-0.6	-0.2	8	-16	0.0	/	/	-5
C=CCc1cccc(CNn2cnnc2)c1O	0	1.6	2	-0.3	-0.9	-4	0	-0.4	-0.5	3.2	-2
CNC(=S)N/N=C/c1c(C)nn(-c2ccc(F)cc2)c1Cl	10	3.0	7	-1.4	-1.9	7	6	-0.5	-1.6	0.1	-3
CN(C(=O)c1cccc(NC(=O)Cc2ccc(NC(=O)C3CCCN(C(=O)c4ccccc4)C3)cc2)c1)C1CC1 (configuration not stated)	-1	-3.9	5	-2.3	-0.5	-18	2	-0.1	/	/	-6
C[C@H](CO)N1C[C@H](C)[C@@H](CN(C)C(=O)Nc2ccccc2)Oc2ccc(NC(=O)CCC(F)(F)F)cc2C1=O	-1	0.0	0	-1.5	-0.8	-3	3	0.4	0.4	0.2	-1
CC1CCN(C(=O)c2cc(Cl)nc3ccccc23)CC1	6	1.0	1	-2.7	-1.6	-11	0	-0.1	-0.6	3.7	-2
COC(=O)c1c(C)oc(C)c(C(=O)OC)c1=O	4	-1.5	5	-0.8	-0.4	1	-3	-0.1	1.7	0.9	-1
O=C(NCC(c1ccco1)N1CCCC1)c1sc2ccccc2c1Cl (configuration not stated)	-10	0.3	-2	-0.2	-1.1	5	-2	0.3	0.4	-0.5	1
C/C(=N\NC(=O)c1cccc(N2CCCC2=O)c1)c1ccc(N)cc1	2	0.1	3	0.5	-1.0	-4	2	0.9	1.7	1.1	-1
Cc1cc(C(F)(F)F)n2[nH]c(=O)c(N=Nc3ccccc3)c2n1	-4	2.2	-8	-1.3	-1.0	0	-3	-0.2	0.3	2.3	-2
Cc1ccc(C(=O)c2c[nH]c(C(=O)NCc3cccnc3)c2)cc1	0	-1.6	-7	-1.8	-2.2	-7	-8	-4.0	-2.8	-0.7	-2
C=CCNc1nc(N)c([N+](=O)[O-])c(N2CCCCCC2)n1	-4	-2.5	-2	-2.5	-1.5	1	3	0.0	0.6	5.0	0
COc1cccc(-c2cnc3c(NC(C)=O)cc(-c4cccc(C(=O)NCCN(C)C)c4)cn23)c1	-13	1.4	1	1.7	-1.2	-6	1	0.2	/	-1.0	11*
COC(=O)c1ccc(CNC(=O)C2CCC(=O)N(C3CCCCCC3)C2)cc1 (configuration not stated)	2	-0.5	0	-0.6	-1.2	0	4	-0.1	0.5	-2.0	-3
COc1ccc(NC(=O)CN2C(=O)NC(CC(C)C)C2=O)cc1S(=O)(=O)N1CCOCC1 (configuration not stated)	-2	1.4	4	0.1	-0.8	-3	1	-1.4	-0.1	0.0	1
Cc1ccc(-c2csc(NC(=O)c3cccc([N+](=O)[O-])c3)n2)cc1	2	0.9	-8	-1.8	-1.3	6	-2	0.2	0.4	-1.2	0
CCn1c(SCC(=O)Nc2cccc(NC(C)=O)c2)nnc1C(C)C	1	-1.1	1	0.4	-1.1	6	1	-1.2	0.1	2.2	4
C/C(=N\NC(=O)c1ccccc1C)c1cccnc1	11	7.3	0	0.3	-0.8	-1	4	-0.1	0.6	-1.5	-2
COc1ccc(OCC(O)CNC(=O)Nc2cccc3ccccc23)cc1 (configuration not stated)	-6	-1.4	-2	0.4	-1.2	-6	-2	-0.1	0.6	1.5	0

Source: PubChem
